GPR151 activ: activators of human GPR151, primary screen, cell-based, PathHunter beta-arrestin, luminescence | G-protein coupled receptor 151 (Homo sapiens), Q8TDV0 | PathHunter beta-arrestin GPR151 cells | activation, % at 11.2 µM | 1% of 650,000 active | AID 1508602, 2020; in the data active = activation above about 4.9%;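 also: 0% = median of compound wells and 100% = cells with positive control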
Target sequence (Q8TDV0 whole entry, looked up): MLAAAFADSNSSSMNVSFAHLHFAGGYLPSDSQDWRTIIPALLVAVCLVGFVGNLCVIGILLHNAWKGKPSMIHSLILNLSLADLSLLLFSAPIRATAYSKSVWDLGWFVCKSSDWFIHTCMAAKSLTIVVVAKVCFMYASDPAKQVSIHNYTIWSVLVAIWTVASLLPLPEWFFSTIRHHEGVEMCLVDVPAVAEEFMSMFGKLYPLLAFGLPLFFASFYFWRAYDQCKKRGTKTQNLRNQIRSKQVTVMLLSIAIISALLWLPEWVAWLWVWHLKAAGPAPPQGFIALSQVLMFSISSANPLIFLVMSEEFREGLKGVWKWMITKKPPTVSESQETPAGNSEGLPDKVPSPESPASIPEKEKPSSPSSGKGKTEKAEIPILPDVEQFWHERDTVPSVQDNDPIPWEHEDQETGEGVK
MITF primary: MITF inhibitors, primary screen, biochemical, AlphaScreen, human; Microphthalmia-associated transcription factor (Homo sapiens), O75030; 0.91% of 650,000 active; AID 1259374, 2018; AlphaScreen MITF homodimerization, bead proximity signal; inhibition, % at 2.6 µM; in the data active = inhibition above about 50%;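 also: 0% = vehicle wells with protein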
Target sequence (O75030 whole entry, looked up): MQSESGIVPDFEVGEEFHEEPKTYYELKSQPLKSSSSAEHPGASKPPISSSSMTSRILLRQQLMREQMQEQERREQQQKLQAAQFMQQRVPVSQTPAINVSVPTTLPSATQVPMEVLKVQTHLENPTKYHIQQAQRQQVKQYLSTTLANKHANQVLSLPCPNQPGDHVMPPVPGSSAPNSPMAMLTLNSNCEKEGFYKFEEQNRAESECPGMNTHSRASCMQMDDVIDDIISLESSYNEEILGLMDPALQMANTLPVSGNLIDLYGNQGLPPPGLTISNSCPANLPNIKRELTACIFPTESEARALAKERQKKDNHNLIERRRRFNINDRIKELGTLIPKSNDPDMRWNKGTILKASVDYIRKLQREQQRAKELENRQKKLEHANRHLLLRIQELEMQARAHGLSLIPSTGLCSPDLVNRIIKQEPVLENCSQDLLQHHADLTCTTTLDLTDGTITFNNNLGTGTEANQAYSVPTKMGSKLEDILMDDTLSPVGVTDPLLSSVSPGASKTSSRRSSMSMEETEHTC
TEAD-YAP block: TEAD-YAP interaction inhibition, primary screen, TEAD-YAP interaction inhibitor project, luminescence, HEK-TIYL cells; TEAD-Gal4/YAP UAS-luciferase luminescence; inhibition, % at 9.12 µM; 1.4% of 640,000 active; AID 1259422, 2018; in the data active = inhibition above about 32%;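 also: 0% = median of test compound wells and 100% = reference inhibitor wells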
FBW7 activator: FBW7 E3 ligase activators, primary screen, biochemical, AlphaScreen, human | F-box/WD repeat-containing protein 7 (Homo sapiens), Q969H0 | AlphaScreen FBW7–phospho-cyclin E peptide binding, activator screen | normalized activity (activation), % at 26.1 µM | 0.13% of 650,000 active | AID 1259310, 2017; in the data active = normalized activity above about 1.9%;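 also: purified mutant Fbw7 with reduced substrate affinity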
Numbers without * were called inactive; & = joins results of further samples. Rows are unselected; any-hit rate near 3.5%.

SMILES	GPR151 activ	MITF primary	TEAD-YAP block	FBW7 activator
COc1cccc(CN2C[C@@H]3C[C@@H](c4cccc5ncccc45)N4CCC[C@@]34C2=O)c1	-0.3	4	0	0.0
CCOC(=O)c1c(NC(=O)C(C)Sc2nnc(CNC(=O)c3ccco3)n2-c2cccc(C)c2)sc2c1CCC2 (stereo not drawn)	-0.4	8	11	0.4
CCOC(=O)c1cnc(SCC(=O)N(CC)Cc2ccccc2)nc1N	-1.1	-2	2	0.1
Cc1nc2ccccc2n1CCc1ccccc1	-0.4	6	3	0.0
CCn1c(CCC(N)=O)n[nH]c1=S	-1.7	3	0	0.0
CCOc1ccc(NC(=O)C2CCC(=O)N(c3ccc(OC)cc3)C2c2ccc(OC)cc2)cc1 (stereo not drawn)	-1.1	9	3	-0.1
COc1ccc(NC(=O)COC(=O)c2ccc(Cl)c(S(N)(=O)=O)c2)c([N+](=O)[O-])c1	-0.1	14	-1	-0.1
O=S(=O)(NCc1ccco1)c1cccc(S(=O)(=O)N2CCCC2)c1	0.2	-1	3	0.1
O=C1NC(=O)N(c2ccccc2Cl)C(=O)/C1=C/c1ccc(O)c(Cl)c1	0.2	13	-3	0.0
O=C(Nc1cccc(C(F)(F)F)c1)c1cc(-c2ccco2)on1	0.9	-7	3	0.2
CCOc1ccc(S(=O)(=O)N2CCN(c3cccc(C)c3)C(C)C2)c2cccnc12 (stereo not drawn)	1.1	13	-10	0.3
O=C(NCCc1cccs1)c1cccs1	0.0	-1	-49	0.0
O=C(CC(NS(=O)(=O)c1ccc(Br)cc1)c1ccco1)NCCC1=CCCCC1 (stereo not drawn)	0.8	12	6	-0.1
O=C(NCc1cccc(C(F)(F)F)c1)C1CCN(c2ccc(Nc3ccc4ncccc4c3)nn2)CC1	1.4	9	3	0.2
COc1ccccc1NC(=O)c1cc(Cl)c(Cl)cc1C(=O)O	-0.1	4	-2	0.2
CCOP(=O)(CN(C)S(=O)(=O)c1ccc(C)cc1)OCC	-1.3	10	4	0.5
COCCC(=O)N1CCCC(C(=O)Nc2ccc(-c3cccc(OC)c3)cc2)C1 (stereo not drawn)	-1.0	2	-33	0.1
CCCS(=O)(=O)N1CCCC(C(=O)NCCOC)C1 (stereo not drawn)	0.2	5	-4	-0.1
Cc1cc(C)c(S(=O)(=O)N2CCN(C(=O)c3ccccc3N)CC2)c(C)c1	-0.6	-1	0	-0.1
COC(=O)c1ccccc1OCCCOc1ccc(C=O)cc1OC	-1.0	2	-55	0.2
COc1ccc(OC)c(C2C(C#N)=C(N)Oc3cc(C)n(Cc4ccccn4)c(=O)c32)c1 (stereo not drawn)	-0.2	11	10	0.0
Cc1cccc(NC(=O)CSc2nnc(NC(=O)C(C)(C)C)s2)c1	-0.3	12	4	0.2
Cc1ccc(C2=CC(c3ccc(F)c(Br)c3)n3c(nc4ccccc43)N2)cc1 (stereo not drawn)	-7.2	0	52*	-0.1
Cc1cccc(NC(=O)Cn2nc3c(C)cc4ccccc4n3c2=O)n1	-0.3	-14	-2	0.6
CSc1nsc(SC)c1C(=O)Nc1ccc(Br)c(C)c1	-1.1	-6	-6	0.1
CC1CCC(C(C)C)C(OC(=O)CN2CCOCC2)C1 (stereo not drawn)	-0.3	-2	-2	-0.2
CN1CC(=O)N(CC(=O)OCc2ccc(C#N)cc2)C1=O	0.3	-1	2	-0.1
COc1ccc(C)cc1S(=O)(=O)N1CCC(C(=O)Nc2cccc(C(C)=O)c2)CC1	6.1*	-7	6	-0.2
COc1cccc(C2C(C(=O)Nc3ccccc3C)=C(C)Nc3nnnn32)c1 (stereo not drawn)	0.9	-4	4	0.3
Clc1ccc(-c2nnc3ccc4ccccc4n23)cc1	1.6	12	-3	-0.1
CC1(C)Oc2ccc(C(=O)N3CCOCC3)cc2N(CC(=O)N2CCOCC2)C1=O	-0.2	5	-7	-0.1
COc1cc(C2C(C#N)=C(N)SC(N)=C2C#N)cc(OC)c1OC	1.3	8	11	-0.1
O=C(c1ccc(C(F)(F)F)nc1)N1CCC(c2nc(-c3cccnc3)no2)CC1	-0.1	14	-9	-0.1
Cc1c(Br)c([N+](=O)[O-])nn1CC(=O)NCc1cccnc1	1.7	12	-8	0.1
O=C(NCCO)c1cccc(S(=O)(=O)N2CCCCC2)c1	-0.6	-9	2	0.1
CCNC(=S)NNC(=O)c1ccoc1C	0.3	-3	-4	-0.4
CC(C)N(CCNC(=O)c1cncc(-c2ccc(N3CCOCC3)nc2)c1)C(C)C	1.4	5	10	-0.1
COc1cc(C(=O)O)cc(Cl)c1OCC(=O)O	-0.9	4	7	0.0
CCC(CC)NC(=O)c1ccc[nH]c1=S	-2.0	1	-8	0.0
Nc1cc(C(=O)OCC(=O)N2CCc3ccccc32)ccc1Cl	-0.7	4	-11	0.0
CC(C)(C)c1ccc(S(=O)(=O)Nc2ccc(F)cc2)cc1	1.9	-1	6	0.0
COc1ccc(C2=Nc3ccc(OC)cc3C(c3cccnc3)=NN2)cc1	-0.5	0	3	0.2
CC(O)c1cc2c(cc1[N+](=O)[O-])OCCO2 (stereo not drawn)	1.1	-5	-7	-0.1
COc1ccc(CCNC(=O)CSc2nc(NC3CCCCC3)c3ccccc3n2)cc1OC	0.6	-2	2	-0.1
COc1ccc2sc(Nc3nc(-c4cccnc4)cs3)nc2c1	1.5	-5	-15	-0.2
O=[N+]([O-])c1ccc(C(O)CNC(=S)NCC2CCCO2)cc1 (stereo not drawn)	0.7	-3	8	0.0
O=C(N1CCOCC1)N(CCN1CCOCC1)Cc1cccc(Cl)c1	0.1	-1	1	-0.1
CCC1(C)CC(C(CC#N)c2ccc(C)cc2)CCO1 (stereo not drawn)	3.3	7	-6	-0.2
COC(=O)c1nnn(CC(=O)Nc2ccccc2F)c1C(=O)OC	-1.7	1	1	0.0
Cc1cccc(Nc2ncnc3nc[nH]c23)c1C	-0.2	-15	-9	-0.1
CC1CC(C)(C)NC(=S)N1CCCC(=O)N1CCc2ccccc2C1 (stereo not drawn)	-0.1	-9	0	-0.1
COc1ccc(C2(C(=O)Nc3ccc4c(c3)OCCO4)CCCC2)cc1OC	-1.1	0	5	0.6
CCCN1CCN(c2ncnc3sc(C(=O)Nc4ccc(OC)c(OC)c4)c(C)c23)CC1	-0.7	7	0	0.1
COCC(=O)N1CCc2ccc(NC(=O)CCc3ccccc3OC)cc2C1	1.2	16	-3	0.1
Cc1ccccc1C(=O)NC(NC1CCS(=O)(=O)C1)C(Cl)(Cl)Cl (stereo not drawn)	0.1	10	-6	0.3
COc1ccc([N+](=O)[O-])cc1C1=N/C(=C/c2ccccc2Cl)C(=O)O1	-2.2	5	9	0.1
CCOc1ccc(NC(=O)c2c(NC(=O)c3cccc(C)c3)sc3c2CCC3)cc1	-0.8	-5	9	-0.1
COC(=O)C1=c2s/c(=C/c3ccc(O)cc3)c(=O)n2C(N)=C(C#N)C1c1ccc(O)cc1 (stereo not drawn)	1.5	-2	2	-0.1
CC(C)C(=O)Nc1ccc(NC(=O)c2ccccc2)nc1	-0.3	6	8	0.1
CNC(=O)c1ccc(-c2ccccc2C)nc1NCCOC	-0.2	14	-15	0.1

Continuation.
SMILES	GPR151 activ	MITF primary	TEAD-YAP block	FBW7 activator
COc1cc(NC(C)=O)c(OC)cc1Cl	0.5	1	10	0.0
C/C(=N\NC(=O)c1ccncc1)c1ccc(C)cc1	0.5&1.7	3&3	-6&4	-0.1&-0.2
Cc1cccc(NC(=O)CSc2nc3ccccc3nc2Cc2cccc([N+](=O)[O-])c2)c1	1.0	-7	5	0.0
CC(=O)[C@H]1CC[C@H]2[C@@H]3CC=C4C[C@@H](O)CC[C@]4(C)[C@H]3CC[C@]12C	-1.0&-0.2	-10&19	-6	-0.1&0.2
C=CCn1c(C)cc(-c2csc(NC(=O)c3ccc([N+](=O)[O-])s3)n2)c1C	-1.4	6	10	0.2
CC(C)N1CC(C(=O)Nc2ccc(F)c([N+](=O)[O-])c2)CC1=O (stereo not drawn)	0.1	3	2	0.1
O=C(NCc1cccnc1)c1cc(-c2ccc(O)cc2)on1	-0.4	45	1	0.3
Cc1ccc(C(C(=O)NCc2ccco2)N(C(=O)Cn2nnc3ccccc32)C2CC2)cc1 (stereo not drawn)	0.1	-12	3	0.3
Cc1ccc(/C(O)=C2\C(=O)C(=O)N(c3nnc(C)s3)C2c2ccc(C(C)(C)C)cc2)cc1 (stereo not drawn)	0.6	-2	-2	-0.1
O=C(COC(=O)CNC(=O)c1ccc2c(c1)OCO2)Nc1ncc(Cl)cc1Cl	0.8	-6	12	0.1
CNC(=O)c1ccccc1Nc1cc(NC(=O)C2CCc3ccccc32)ncc1C(F)(F)F (stereo not drawn)	-2.4	16	79*	0.0
CC(CCc1ccccc1)NC(=O)C(=O)c1c[nH]c2ccccc12 (stereo not drawn)	-1.7	15	-7	0.3
COC(=O)c1cc(C(=O)OC)cc(N2C(=O)CC(Sc3nc(O)c(C)c(=O)[nH]3)C2=O)c1 (stereo not drawn)	0.0	0	-3	-0.1
O=c1cc(-c2ccccc2)c2ccc(O)c(CN3CCCCC3)c2o1	0.5	-4	2	0.0
Cc1cc(NCc2ccccc2)nc(NCCCN2CCCC2=O)n1	-2.0	10	14	0.2
Cn1c(=O)c2c(nc3n(CCc4ccccc4)c(-c4ccccc4)cn23)n(C)c1=O	1.4	-17	8	-0.3
CCCC(=O)Nc1ccc(Nc2nc(C)cc(N3CCOCC3)n2)cc1	0.6	2	24	0.0
CCOC(=O)C1=CN(c2cc(C)cc(C)c2)C=C(C(=O)OCC)C1c1cccs1	-0.6	-5	-2	0.1
CC(C)Oc1ccc(C(CC(=O)O)NC(=O)c2ccc([N+](=O)[O-])cc2)cc1 (stereo not drawn)	0.7	3	7	0.1
CCNS(=O)(=O)c1ccc(NC(=O)c2ccccc2SCCOC)cc1	-0.3	11	6	0.2
OC(COc1ccc(OCC(O)CN2CCc3ccccc3C2)cc1)CN1CCc2ccccc2C1 (stereo not drawn)	1.5	20	6	0.1
CC1(C)CC(NC(=O)C23CCC(C)(c4nc5ccccc5nc42)C3(C)C)CC(C)(C)N1 (stereo not drawn)	2.6	8	1	0.2
CCC(C)NC(=O)c1sc2nc(C)nc(N(CC)CC)c2c1C (stereo not drawn)	-0.9	-17	-12	0.1
N=C1S/C(=C\c2cn(-c3ccccc3)nc2-c2cccs2)C(=O)N1c1nccs1	1.1	-3	-2	0.1
Cc1cc(C)c(NC(=O)C(C)Sc2nc3ccc(NC(=O)/C=C/c4ccccc4)cc3s2)c(C)c1 (stereo not drawn)	-0.3	2	7	-0.1
NC(=O)c1sc2nc(N3CCOCC3)c3c(c2c1N)CCCC3	0.4	2	-4	0.1
COc1ccccc1NC(=O)c1c(NC(=O)c2ccc(C)cc2)sc2c1CCCCC2	-1.0	-7	10	-0.1
COc1ccc(C(C)C)cc1S(=O)(=O)Nc1ccc(F)cc1	0.8	8	3	0.3
COc1ccc(N2CCN(S(=O)(=O)CCCNC(=O)/C=C/c3ccccc3)CC2)cc1	-1.0	6	12	-0.1
CCOC(=O)c1c(/N=c2\oc3cc(O)ccc3cc2C(=O)Nc2cccc(C)c2)sc2c1CCCC2	-1.0	3	3	-0.1
COCC(=O)NC(c1nnc2n1CCN(Cc1ccc(OC)c(C)c1OC)CC2)C(C)C (stereo not drawn)	-0.3	-7	5	-0.1
Cc1ncc(-c2ccncc2)c(C2CCN(C(=O)c3nsc(Cl)c3Cl)CC2)n1	0.0	-1	-14	-0.1
CC1CCCC(NS(=O)(=O)c2ccc(F)c(C(=O)Nc3ccc(Cl)cc3F)c2)C1C (stereo not drawn)	-7.9	-7	-5	0.0
CN(C(=O)CSc1nc2ccccc2c(=O)n1-c1ccccc1)c1ccccc1	-1.2	11	3	0.2
C#CCN1C(=O)C2C(C(=O)NC)C3C=CC2(O3)C1C(=O)NC1CCCCC1 (stereo not drawn)	0.4	13	-38	0.2
Cc1cc2c(=O)[nH]n(C)c(=N)c2c(N)n1	-0.9	21	14	0.3
